# RMI FANCM FP – blocks RMI1/RMI2 complex binding to FANCM MM2 peptide; 0.58% of 70,000 active; AID 1159607; FP signal (polarization) at 33 µM; Fluorescence polarization, RMI core complex with F-MM2 peptide; hits give low values; in the data active = FP signal below about 40; also: inactives centre near 61; strong numbers were not always called active; unit not given here
# Active calls of the source: *; & = joins results of further samples. Only part of the results is shown. The share of hits here may be higher or lower than overall.
RMI FANCM FP	smiles
54	COc1ccc(S(=O)(=O)Nc2ccccc2C(=O)Nc2ccc3c(c2)OCCO3)cc1
53	CC1(C)C(=O)NCCN1C(=O)c1cc2ccccc2oc1=O
70	Cc1ccc(C)c(S(=O)(=O)Nc2ccc(C(=O)Nc3cccc(C(F)(F)F)c3)cc2)c1
87	COc1ccc(-n2nnc3c(=O)n(CC(=O)Nc4ccc5c(c4)OCO5)cnc32)cc1OC
59	O=C(NOC(=O)c1ccc([N+](=O)[O-])o1)c1ccc(OC(F)F)cc1
61	Cc1cc(Nc2ccc(C(N)=O)cc2)n2nc(C)c(-c3ccccc3)c2n1
54	O=C(NC1CC1)c1cc(F)cc2c1OCOC2
60&53	NC(N)=NC(N)=Nc1nccs1
64	O=C(NCc1ccccn1)c1cccnc1SCCS(=O)(=O)c1ccc(C(F)(F)F)cn1
63	Cc1cc(NC(=O)C(=O)N2CCOCC2)n(-c2nc3c(c(=O)[nH]2)CCC3)n1
55	O=S(=O)(c1ccc(-c2ccc(Cl)cc2)cc1)N1CCCC1
62	O=C(NCc1ccco1)C1CCCN(c2ccc(-c3cccs3)nn2)C1 (stereo unspecified)

# The results go on.
RMI FANCM FP	smiles
53	Cc1nc(Br)sc1C(=O)O
66	Cc1ccccc1OCC(=O)Nc1ccc2c(c1)CN(S(=O)(=O)c1ccccc1)CC2
56	Cc1nn(-c2ccccc2)c(OC(=O)c2ccco2)c1Sc1ccccc1
56	O=C(NCCCN1CCOCC1)NCc1cccc2ccccc12
54	COc1ccc(Cl)cc1NC(=O)Cn1nc(-c2cc(C)ccc2C)ccc1=O
78	Cc1[nH]c2ccccc2c1C(Nc1nc2ccccc2s1)c1ccccn1 (stereo unspecified)
61	Cc1ccc(/C=N\NC(=O)C(c2ccccc2)c2ccccc2)o1
55&68&49	NCCCCCC(=O)O
61	O=C(Nc1cc2c(ccc3ccccc32)oc1=O)c1cccc([N+](=O)[O-])c1
53	CCOC(=O)C(=O)N1CCC2(CC1)CC(=O)c1ccccc1O2
61	O=c1oc2c(-c3cccc(F)c3)cc(O)cc2s1
53	CC(C)(C)c1ncc(S(=O)(=O)c2ccc(C(F)(F)F)cn2)c(N)n1

# Four entries from above in a different format:
smiles: O=C(NCc1ccco1)C1CCCN(c2ccc(-c3cccs3)nn2)C1 (stereo unspecified)
  RMI FANCM FP: 62

smiles: CC(C)(C)c1ncc(S(=O)(=O)c2ccc(C(F)(F)F)cn2)c(N)n1
  RMI FANCM FP: 53

smiles: CC1(C)C(=O)NCCN1C(=O)c1cc2ccccc2oc1=O
  RMI FANCM FP: 53

smiles: Cc1ccc(/C=N\NC(=O)C(c2ccccc2)c2ccccc2)o1
  RMI FANCM FP: 61

# Some of the entries above, reformatted:
canonical_smiles	RMI FANCM FP
O=C(Nc1cc2c(ccc3ccccc32)oc1=O)c1cccc([N+](=O)[O-])c1	61
CCOC(=O)C(=O)N1CCC2(CC1)CC(=O)c1ccccc1O2	53
O=c1oc2c(-c3cccc(F)c3)cc(O)cc2s1	61
CC(C)(C)c1ncc(S(=O)(=O)c2ccc(C(F)(F)F)cn2)c(N)n1	53

# Following part.
RMI FANCM FP	smiles
54	COc1cc(OCc2ccccc2)ccc1CN1CCN(c2ccc(F)cc2)CC1
57	COC(=O)C1=C(NC(=O)c2cc(Cl)ccc2[N+](=O)[O-])CCS1
82	COc1ccc(-c2cn3c(C(=O)N4CCN(c5ccccc5Cl)CC4)csc3n2)cc1
85	Cc1cc(NC(=O)COc2ccccc2F)n(-c2nc3c(F)cccc3s2)n1
59	C=CCn1c(-c2ccccc2)cs/c1=N/NC(=O)c1ccc(Br)cc1
56	O=C(c1ccc2nccnc2c1)N1CCCc2ccccc21
63	O=C(COc1ccc(F)cc1)Nc1ccc2c(c1)C(=O)NCCO2
73	Cc1cc(C)c(NC(=O)C(=O)NCCCCN2CCOC(c3ccccc3)C2)c(C)c1 (stereo unspecified)
60	COc1ccc(-c2nnc(N)s2)c(OC)c1
64	O=C(c1cccs1)N1CCN(c2ccc(-c3ccc(F)cc3)nn2)CC1
62	O=C(CCSCc1ccc([N+](=O)[O-])cc1)OCC(=O)c1ccccc1
57	COc1cc(O)c2c(=O)cc(-c3ccc(O)cc3)oc2c1

# The list continues:
RMI FANCM FP	smiles
90	COc1ccccc1CNC(=O)CSc1nc2c(-c3ccccc3)c[nH]c2c(=O)n1C
61	Cn1nc(-c2ccccc2)c(O)c(N=Nc2ccccc2)c1=O
50	Cc1ccc(C(CNC(=O)Cc2cccc3ccccc23)N2CCOCC2)cc1 (stereo unspecified)
67	CCOc1ccc(S(=O)(=O)Nc2ccc3c(c2)N(C)C(=O)C(C)(C)CO3)cc1F
78	CC1CC(C)CN(CC(O)COCC2CC3CCC2C3)C1 (stereo unspecified)
51	Cc1ccc(S(=O)(=O)n2cnc3ccccc32)cc1[N+](=O)[O-]
59	CCn1cc(C(=O)NCCc2ccc(S(N)(=O)=O)cc2)c2nn(-c3ccccc3)c(=O)c-2c1
61	O=C(c1ccc(N2C(=O)CCC2=O)cc1)N1CCN(Cc2nc(C3CC3)cs2)CC1
72	COC(=O)c1c(NC(=O)CN2CCOCC2)sc2c1CCCCC2
116	CC(=O)Nc1ccc(C2=NN(C(=O)C(C)C)C(c3ccco3)C2)cc1 (stereo unspecified)
51	O=S(=O)(c1cccs1)N1CCN(c2ncccn2)CC1
59&57	CCN(CC)CCNC(=O)c1cc(Br)c(N)cc1OC

# (list continues)
RMI FANCM FP	smiles
57	COc1ccccc1C1OC(=O)C[C@@H]1C(=O)Nc1nncs1 (stereo partly specified)
54	Cc1ccn2c(=O)nc(SCC(=O)c3ccccc3)nc2c1
63	CC(=O)C(Sc1nnc(-c2c[nH]c3ccccc23)n1-c1ccc(F)cc1)C(C)=O
50	c1cc2nc3c(nc2c2nonc12)CCCC3
66	O=[N+]([O-])c1cc(C(F)(F)F)cc([N+](=O)[O-])c1Oc1cccc(N2CCOCC2)c1
57	CC(C)c1nn(CC(=O)OCc2ccccc2)c(=O)c2c1cnn2-c1ccc(F)cc1
63	Cn1c(C2CCCN(S(C)(=O)=O)C2)nn(CC(=O)NCc2ccc(F)cc2)c1=O (stereo unspecified)
57	O=C1Nc2ccc(S(=O)(=O)Cl)c3cccc1c23
109	CCOC(=O)c1c(NC(=O)c2ccccc2F)sc(C)c1-c1ccc(OC)cc1
54	O=C(Nc1ccc(F)cc1)C1CCN(C(=O)c2n[nH]c3ccccc23)CC1
53	CC(C)(C)c1ccc(-c2noc(C(=O)NN)n2)cc1
59	O=S(=O)(NCCc1nnc2ccc(SCc3cccc(Cl)c3)nn12)c1ccccc1

# Going on with the list:
RMI FANCM FP	smiles
60	O=C(CSc1ccc([N+](=O)[O-])cc1[N+](=O)[O-])OCC(F)(F)F
51	CCSc1ccccc1C(=O)Nc1nc2ccc(NC(C)=O)cc2s1
60	CN(C)n1cccc1C=N/C(C#N)=C(\N)C#N
52	CCCn1c(Cc2ccc(Cl)c(Cl)c2)n[nH]c1=S
61	Cc1cc(C(=O)Nc2ccc(Cl)cc2)c(C)n1-c1ccccc1
115	COc1cccc(CNC(=O)Cn2cnc3c(-c4ccc(Cl)cc4)csc3c2=O)c1OC
66	COc1ccc(OC)c(S(=O)(=O)Nc2ccc(-c3ccc4nnc(C)n4n3)cc2)c1
61	Nc1nc2c(ccc3ccccc32)s1
72	CSCCn1c(=NC(=O)c2ccc(Cl)s2)sc2cc(S(C)(=O)=O)ccc21
56	COc1cccc(OC)c1C(=O)Nc1ccnn1C
56	COc1ccc(NC(=O)Cc2coc3c(C)c(C)ccc23)c(OC)c1
62	CCOc1ccc2nc(SCC(=O)N3CCOCC3)[nH]c2c1

# (cont.)
RMI FANCM FP	smiles
59	COC(=O)c1cc2ccccc2c(=O)s1
61	CCOc1ccc2nc(N(CCCN3CCOCC3)C(=O)CCCSc3ccccc3)sc2c1
61	CC(C)(C)NC(=O)/C=C/C(=O)O
64	CC(C)(C)c1ccc(NC(=O)N2CCCN(c3c(Cl)cncc3Cl)CC2)cc1
60	CCNC(=O)N1CCN(Cc2nc(-c3cccc(OC)c3)cs2)CC1
71	COc1ccc(CC(=O)N2CCN(c3ccc(-c4ccc(OC)c(OC)c4)nn3)CC2)cc1
61	COc1ccc2scc(N3CC(C)CC(C)C3)c(=O)c2c1 (stereo unspecified)
57	Cc1ccc(S(=O)(=O)N2CCCN(C(=O)OC(C)(C)C)CC2)cc1
62	CN(C)S(=O)(=O)CCCOc1ccc(F)cc1
71	COc1cccc(OCC(=O)NCc2ccsc2)c1
54	CCOC(=O)C1CCN(S(=O)(=O)Cc2ccccc2)C1=O (stereo unspecified)
58	O=C(CSC1CCCCC1)Nc1nccs1

# New compounds follow:
RMI FANCM FP	smiles
54	Cc1ccc(Oc2ncccc2NS(=O)(=O)c2ccc(-c3ccccn3)s2)c2c1CCC2
79	COc1ccc(-c2cc3c(SCc4cccc(C(F)(F)F)c4)nccn3n2)cc1
60	CC1(C)C2C[C@@H](O)[C@]3(C)C(CC[C@@]4(C)[C@H](c5ccoc5)OC(=O)C5OC543)[C@@]2(C)C(=O)C[C@H]1O (stereo partly specified)
63	CSC(=NC12CC3CC(CC(C3)C1)C2)NC#N
57	Fc1ccc(OCCc2nc(-c3ccc(C4SCCS4)cc3)no2)cc1
67	COCCCNC(=O)c1cc(-c2ccccc2)nc2c1c(C)nn2C1CCS(=O)(=O)C1 (stereo unspecified)
55	O=C(c1ccc([N+](=O)[O-])o1)N1CCOCC1
63	O=C(CCSc1nnc2scc(-c3ccccc3)n12)NCCc1ccccc1
66	O=S(=O)(c1ccc2c(c1)OCCO2)N1CCN(c2ccc3nnc(C4CC4)n3n2)CC1
114	C#CCn1c(=NC(=O)c2cccs2)sc2c(C)cc(C)cc21
66	O=C(Nc1nc2ccc([N+](=O)[O-])cc2s1)c1ccccc1F
58	CCc1nn(CCCN2CCN(c3cccc(Cl)c3)CC2)c(=O)n1CCOc1ccccc1

# Of the compounds above, two have a cyano group.
RMI FANCM FP	smiles
60	CN(C)n1cccc1C=N/C(C#N)=C(\N)C#N
63	CSC(=NC12CC3CC(CC(C3)C1)C2)NC#N

# The results go on:
RMI FANCM FP	smiles
60	CCSc1ccccc1C(=O)Nc1nc(-c2nc3ccccc3s2)cs1
61	Cn1c(C2CCCN(S(C)(=O)=O)C2)nn(Cc2c(F)cccc2Cl)c1=O (stereo unspecified)
64	NC(=O)C1CCN(CC(=O)NCc2ccc(F)cc2)CC1
56	CCNC(=S)NNc1ccccc1
69	CC1CCc2nc(NC(=O)c3ccnn3C)sc2C1 (stereo unspecified)
51	N#CCCN(CCc1ccccn1)C(=O)Nc1ccccc1
60	CCOC(=O)Nc1cc(C(=O)OCC)c(C)nc1C
60	COc1ccc(C2CC(=O)Nc3sc4c(C)c(C#N)c(N)nc4c32)cc1OC (stereo unspecified)
55	CC(C)C(CP(=O)(O)O)NC(=O)Cc1ccccc1 (stereo unspecified)
22*	CCOC(=O)c1c(N)oc2c(-c3ccc(C)cc3)c3c(C(=O)OCC)c(N)oc3cc12
72	C=CCn1c(SCC(=O)N2CCOCC2)nc2scc(-c3ccccc3Cl)c2c1=O
90	COc1cccc(-n2nnc3c(SCC(=O)Nc4cc(C(F)(F)F)ccc4Cl)ncnc32)c1

# Going on with the list:
RMI FANCM FP	smiles
58	COc1ccc(S(=O)(=O)N2CCC(c3nc(-c4cccc(Cl)c4)no3)CC2)cc1
56	CC1C(=O)N(C)C(=O)c2nc[nH]c21 (stereo unspecified)
69	CCOc1ccc(Br)cc1/C=C/C(=O)O
56	COc1ccc(CCNC(=O)CSc2nncc(=O)n2N)cc1OC
62	CC(C)C(O)P(=O)(OCc1ccccc1)c1ccc(N(C)C)cc1 (stereo unspecified)
63	Nc1nccc(-c2csc(COc3ccc(Cl)cc3)n2)n1
101	NC(=O)c1ccc(NC(=O)C2CCN(c3ccc(-c4ccccc4)nn3)CC2)cc1
44	O=[N+]([O-])c1cccc(Cl)c1CCO
72	COc1ccc(-c2cc(C(=O)NCc3ccccn3)c3c(C)nn(C4CCS(=O)(=O)C4)c3n2)cc1 (stereo unspecified)
53	Cc1ccc2ncc(C(=O)N3CCc4ccccc4C3)c(=O)n2c1
62	Cc1ccc(C2=NC(c3ccc([N+](=O)[O-])cc3)SC(N3CCOCC3)=N2)cc1 (stereo unspecified)
56	COc1ccccc1OS(=O)(=O)CCSc1nc2ccccc2o1

# Further results follow:
RMI FANCM FP	smiles
70	O=C(Cn1c(-c2nnco2)cc2ccccc21)NC1CCCC1
59	O=C(NCc1ccco1)c1sc2ccccc2c1Cl
56	CNc1nc(C23CC4CC(CC(C4)C2)C3)ns1
90	Cn1c(SCc2ccccc2)nc2c(-c3ccccc3)c[nH]c2c1=O
58	CCOC(=O)Cc1nn(Cc2nc(C)c(C(=O)OCC)s2)c(=O)c2ccccc12
63	O=C(NCc1cc(-c2ccc(Cl)cc2)on1)c1ccc(S(=O)(=O)N2CCCC2)cc1
64	CC(C)Oc1ccc(C(=O)Nc2nnc(SCC(=O)c3ccccc3)s2)cc1
60	Cc1nc2[nH]nc(C)n2c(=O)c1CC(=O)O
56	C=CCN1C(=O)C(C)(C)COc2ccc(NC(=O)COc3ccccc3F)cc21
84	O=C(Cn1nc(C2CC2)c2cnn(-c3ccccc3)c2c1=O)NCCc1ccccc1
65	Cc1ccccc1Cn1cnc2c(cnn2CCNC(=O)c2ccc([N+](=O)[O-])o2)c1=O
75	O=C(CSc1nc(-c2ccccc2)cs1)Nc1nc(-c2ccccc2)ns1

# Later entries
RMI FANCM FP	smiles
72	Nc1nc(SCC(=O)Nc2ccc(F)c(Cl)c2)n[nH]1
55	C#CCOC(=O)Nc1cnc(OC)c(C(F)(F)F)c1
69	Cc1ccc(C)c2sc(N(Cc3ccccc3)C(=O)c3ccnn3C)nc12
92	Cc1ccc(-c2ccc(N3CCN(C(=O)c4ccc5c(c4)OCO5)CC3)nn2)cc1C

# Six entries picked at random from the list so far:
RMI FANCM FP	smiles
58	CCOC(=O)Cc1nn(Cc2nc(C)c(C(=O)OCC)s2)c(=O)c2ccccc12
51	N#CCCN(CCc1ccccn1)C(=O)Nc1ccccc1
61	Cn1c(C2CCCN(S(C)(=O)=O)C2)nn(Cc2c(F)cccc2Cl)c1=O (stereo unspecified)
66	COc1ccc(OC)c(S(=O)(=O)Nc2ccc(-c3ccc4nnc(C)n4n3)cc2)c1
66	O=[N+]([O-])c1cc(C(F)(F)F)cc([N+](=O)[O-])c1Oc1cccc(N2CCOCC2)c1
54	O=C(NC1CC1)c1cc(F)cc2c1OCOC2

# High-throughput results as filed in PubChem BioAssay.
